Screening results as filed in PubChem.
tim23-1 inh: growth inhibitors of tim23-1 mutant yeast, primary screen, luminescence, uHTS. AID 463212, 2010. inhibition, % at 20 µM. S. cerevisiae tim23-1 growth, BacTiter-Glo luminescence, 24 h. 330,000 tested, 1.3% active;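 active means growth inhibition of the mutant yeast at or above 50%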;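 further: temperature-sensitive mutant grown at 25 °C; plate controls were DMSO-treated mutant yeast for no effect and medium wells lacking yeast for full effect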
Jurkat NFkB inh: inhibitors of induced NF-kB luciferase reporter, primary screen, TCR NF-kB activation inhibitor project, cell-based, luminescence, uHTS; Jurkat, PMA/ionomycin-induced NF-kB luciferase reporter; inhibition, % at 4 µM; 330,000 tested, 0.53% active; AID 435003, 2010; in the data active means inhibition above about 50%
UPR XBP1 act: activators of adaptive XBP1 UPR arm, primary screen, cell-based, CHO-XBP1 luciferase reporter, luminescence, uHTS | AID 463104, 2010 | IRE1-XBP1 UPR activation; percent of tunicamycin response, DMSO as zero | 330,000 tested, 0.33% active | activation, % at 20 µM;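 active means versus positive control, 20 µM dose yields 30% or more activation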;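 further: 100% = tunicamycin at 10 µg/mL and 0% = DMSO only wells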
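Assay system: CHO-XBP1 luciferase reporter cells; Schedule: 6 h treatment, 37 °C; Detection: glow luminescence from Steady-Glo reagent; Benchmarks: high control tunicamycin 10 µg/mL final, low control DMSO vehicle only.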
Mdm2 MdmX PPI: inhibitors of human Mdm2-MdmX association, primary screen, cell-based, luminescence, split luciferase, SaOS-2, uHTS; Protein Mdm4 (Homo sapiens) + E3 ubiquitin-protein ligase Mdm2 (Homo sapiens), …; SaOS-2 split-luciferase Mdm2/MdmX complementation; 330,000 tested, 3% active; inhibition, % at 8 µM;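 active means inhibition of at least 50% at 8 µM in the primary screen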
Target sequence (O15151 whole entry, looked up): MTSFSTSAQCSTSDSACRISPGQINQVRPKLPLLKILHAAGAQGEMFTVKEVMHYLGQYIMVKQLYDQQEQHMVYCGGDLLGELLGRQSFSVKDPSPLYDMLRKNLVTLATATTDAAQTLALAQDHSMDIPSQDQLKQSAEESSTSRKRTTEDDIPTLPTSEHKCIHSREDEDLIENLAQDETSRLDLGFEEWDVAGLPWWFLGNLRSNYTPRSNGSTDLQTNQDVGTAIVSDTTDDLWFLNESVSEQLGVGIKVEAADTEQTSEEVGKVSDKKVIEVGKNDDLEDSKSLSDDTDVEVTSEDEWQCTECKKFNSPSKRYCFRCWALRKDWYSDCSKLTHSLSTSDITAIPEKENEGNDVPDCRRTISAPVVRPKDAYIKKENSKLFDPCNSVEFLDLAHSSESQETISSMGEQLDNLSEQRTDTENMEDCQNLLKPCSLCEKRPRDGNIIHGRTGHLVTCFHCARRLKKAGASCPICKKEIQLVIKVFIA
Target sequence (Q00987 whole entry, looked up): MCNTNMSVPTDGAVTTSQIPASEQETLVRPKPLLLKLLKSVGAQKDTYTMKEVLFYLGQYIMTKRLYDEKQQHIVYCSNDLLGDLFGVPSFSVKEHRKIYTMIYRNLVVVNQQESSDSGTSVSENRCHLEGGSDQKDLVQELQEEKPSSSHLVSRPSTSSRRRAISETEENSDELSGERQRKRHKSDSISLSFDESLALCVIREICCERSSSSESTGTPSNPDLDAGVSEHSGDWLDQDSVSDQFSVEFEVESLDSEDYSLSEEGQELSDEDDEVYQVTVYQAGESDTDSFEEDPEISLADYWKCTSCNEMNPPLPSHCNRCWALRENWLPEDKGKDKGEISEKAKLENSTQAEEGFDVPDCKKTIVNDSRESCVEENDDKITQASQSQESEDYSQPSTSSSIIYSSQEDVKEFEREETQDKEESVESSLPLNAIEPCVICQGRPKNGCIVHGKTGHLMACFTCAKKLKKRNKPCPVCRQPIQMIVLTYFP
CHOP UPR activ: activators of apoptotic CHOP UPR arm, primary screen, cell-based, CHO-CHOP luciferase reporter, luminescence, uHTS | UPR activation; percent of tunicamycin response over DMSO baseline | activation, % at 10 µM | 330,000 tested, 0.34% active | AID 449763, 2010;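 active means at 10 µM dose, activation of 40% or more, normalized to positive control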;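 further: 100% = tunicamycin at 10 µg/mL and 0% = DMSO alone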
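Test system: CHO-CHOP cells, stable luciferase reporter of PERK-eIF2a-CHOP signalling | Quantity: 500 CHO-CHOP cells per well | Buffer or medium: F12 plus 10% serum | Compound dosing: 10 µM single point, 0.5% DMSO | Schedule: 6 h compound treatment, 37 °C | Signal: Luciferase luminescence | Control set: Tunicamycin high control, DMSO low control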
TIM10 inh: growth inhibitors of isogenic TIM10 control yeast, primary screen, counter-screen for tim10-1 yeast inhibitor project, luminescence, uHTS; 330,000 tested, 1.4% active; S. cerevisiae TIM10 strain growth, BacTiter-Glo luminescence, 24 h; inhibition, % at 10 µM;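 active means inhibition of 40% or more at the single tested concentration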;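 further: wild-type TIM10 isogenic control strain grown at permissive 25 °C; 0% = DMSO yeast wells and 100% = minimal medium wells without yeast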
697 NFkB inh: inhibitors of PMA/ionomycin-induced NF-kB reporter, 697 cells, primary screen, B-cell NF-kB inhibitor project, cell-based, luminescence, uHTS. inhibition, % at 4 µM. AID 435022, 2010. 330,000 tested, 0.33% active. 697 B-cell NF-kB luciferase reporter, 16 h; in the data active means inhibition above about 35%
tim10-1 inh: growth inhibitors of tim10-1 mutant yeast, primary screen, luminescence, uHTS | S. cerevisiae tim10-1 ts strain growth, BacTiter-Glo, 24 h | inhibition, % at 20 µM | 330,000 tested, 2.2% active;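 active means inhibition of at least 40%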;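 further: mutant grown at 25 °C; 0% = DMSO wells with yeast and 100% = wells holding no yeast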
* = called active by the depositor; / = not tested or not shown.

SMILES	tim23-1 inh	Jurkat NFkB inh	UPR XBP1 act	Mdm2 MdmX PPI	CHOP UPR activ	TIM10 inh	697 NFkB inh	tim10-1 inh
O=C(NCc1ccccc1Cl)C1CCN(S(=O)(=O)N2CCCCCC2)CC1	16.6	-2.8	-2.3	-13.9	0.6	2.6	14.6	24.4
CCOC(=O)CSC(CC)C(=O)Nc1nnc(CC)s1 (stereo not drawn)	4.3	6.8	-3.2	2.5	1.0	-6.9	4.8	-5.0
CC(C)(C)NC(=O)C(c1cccs1)N(Cc1ccco1)C(=O)c1csnn1 (stereo not drawn)	19.9	5.9	-3.9	9.9	-0.8	-1.2	4.5	26.9
C/C=C\C=C/C(=O)Nc1cccc(C2=NOC3(C2)C[C@H](C(N)=O)N(C(=O)c2ccc(OC)cc2)C3)c1 (stereo partly drawn)	-9.3	-9.9	-2.3	21.0	-0.8	7.2	-8.5	-24.1
C=CCNS(=O)(=O)c1cc(S(=O)(=O)NCC=C)c(OC)cc1OC	-1.6	12.8	-0.5	-21.9	1.7	12.8	4.3	10.6
COCCNC(=O)CN(c1ccc(F)cc1)S(=O)(=O)c1ccc2c(c1)OCCO2	9.2	-12.8	1.3	1.8	2.1	-8.8	9.3	13.1
O=C(O)CCCCCCCCc1cn(Cc2ccc(C(=O)c3ccccc3)cc2)nn1	13.6	1.8	2.7	40.7	-1.1	3.0	-9.5	11.9
COc1ccc(S(=O)(=O)N2CCCCC2)cc1C(C)C	31.9	-7.2	-1.4	15.6	0.2	2.8	-9.4	27.0
Cc1ccccc1N1C(=O)C2C3C=CC(CC3)C2C1=O (stereo not drawn)	8.8	-7.0	-3.9	11.2	-1.3	-3.2	-15.7	4.4
CCOC(=O)c1cn(CC#N)c2cc(F)c(F)cc2c1=O	7.9	14.4	2.0	-5.3	-0.3	11.8	22.3	6.6
COc1ccc(-c2cnc(N)nc2-c2ccc(OC)cc2O)cc1	-11.2	3.0	-3.4	58.0*	-0.6	33.6	-4.6	15.0
CCCCn1c(N)c(N(CCOC)C(=O)CSCC(=O)Nc2cccc(C)c2)c(=O)[nH]c1=O	-10.0	2.7	-2.7	-8.5	-0.1	-8.8	11.6	-21.9
O=C(C[C@@H]1C/C=C/CCCC(=O)O[C@H](c2ccccc2)CNC1=O)N[C@H](CO)Cc1ccccc1	13.3	4.0	2.6	-5.3	0.5	-1.7	7.9	9.2
NC1=NC[C@H](Cc2ccc(O)cc2)N1CCC12CC3CC(CC(C3)C1)C2	12.6	-0.5	-2.2	21.3	0.7	1.6	-27.3	14.0
C/C(=C\C(=O)c1ccccc1)NNC(=O)c1ccc(Cl)cc1	18.9	8.9	2.5	22.2	-0.3	11.3	5.0	14.8
COc1ccc(SC[C@H](C)CN2CC[C@H](NC(=O)OCc3ccccc3)CCC2=O)cc1	22.6	7.8	-2.8	10.2	-1.1	15.3	5.0	19.0
Cc1cc(C(=O)CN2C(=O)NC3(CCCc4ccccc43)C2=O)c(C)n1Cc1ccccc1 (stereo not drawn)	10.5	-0.2	-5.5	33.1	-3.0	-0.6	2.2	10.2
Cc1nc2c(nnn2Cc2c(Cl)cccc2Cl)c(=O)[nH]1	23.5	-13.1	0.9	23.3	-2.3	15.4	-12.6	11.6
COC(CNC(=O)[C@H](Cc1ccccc1)N1Cc2ccccc2C1=O)OC	14.1	-13.4	-0.9	-1.0	0.5	-3.6	-2.1	13.9
CC(=O)N1CCOc2ccc(S(=O)(=O)NC[C@H]3O[C@@H](n4cnc5c(N)ncnc54)[C@H](O)[C@@H]3O)cc21	31.6	/	1.9	33.0	4.4	-8.8	14.0	16.5
CC(=O)c1ccc(N2CCN(C(=O)CCCc3nc4ccccc4s3)CC2)cc1	8.9	23.7	2.1	22.6	-0.4	28.5	7.1	28.5
COc1ccc(Cl)cc1N(CC(=O)N1CCC(C)CC1)S(C)(=O)=O	3.7	11.4	-0.6	21.7	0.8	15.9	12.4	17.8
COc1ccc(N2CCN(C(=O)CN3CCN(c4nc(-c5ccc(F)cc5)cs4)CC3)CC2)cc1	-11.4	41.1	-1.1	-4.0	5.6	-9.4	-20.6	-9.8
COc1cccc(C(=O)CSc2nnc(-c3cccs3)o2)c1	-0.1	0.6	-5.0	6.2	-1.3	6.5	16.5	-2.0
O=C(N/N=C/c1cc(Br)ccc1O)C(c1ccncc1)N1CCOCC1 (stereo not drawn)	21.6	-8.0	-2.7	9.9	2.8	19.2	-9.0	24.0
Cc1cc(C)n(S(=O)(=O)c2ccccc2[N+](=O)[O-])n1	6.2	4.4	-2.4	13.7	-0.4	3.2	10.2	13.9
O=C(Nc1cccc(-c2cnc3ccccc3n2)c1)c1ccncc1	-10.9	23.1	10.4	-14.7	1.2	7.7	-78.2	11.5
CCC(C)(C)NC(=O)c1ccc2c(c1)S(=O)(=O)c1ccccc1C2=O	15.7	-11.2	3.2	5.6	1.4	17.7	5.4	28.4
CC1=C(C(=O)OC2CCCCCCC2)C(c2cccc(O)c2)NC(=O)N1 (stereo not drawn)	7.0	-3.1	-5.0	10.1	-2.5	-1.4	8.8	9.5
COC(=O)c1ccc(COc2nc(C)cc(C)c2C#N)o1	18.7	-1.3	0.7	-9.7	-0.6	-13.0	-13.8	0.5
Nc1nc(N)nc(-c2ccc(Cl)c(Cl)c2)n1	11.3	-71.4	-3.2	50.4*	2.2	10.5	-117.3	4.2
FC(F)Oc1ccc(NC(=S)N2CCc3ccccc32)cc1	30.3	-17.2	1.1	-19.1	7.2	33.3	-37.5	28.3
CCOC(=O)N1CCC(n2c(=S)[nH]c3cc(OC)c(OC)cc3c2=O)CC1	3.8	3.8	-0.5	3.4	-1.8	-9.1	12.8	24.3
O=C(O)CCCCCCCCc1cn(CC2CCCCC2)nn1	22.9	-12.7	-1.0	-10.4	-1.3	4.8	-11.8	31.0
CCS(=O)(=O)N1Cc2ccccc2CC1C(=O)OCC(=O)Nc1ccc(SC(F)F)cc1 (stereo not drawn)	33.5	4.0	0.4	6.8	-0.3	18.7	9.1	18.4
O=C(CNC(=O)c1cccc(Cl)c1)N/N=C/C=C/c1ccccc1	7.8	2.1	-1.6	-0.9	1.8	18.4	8.0	9.1
CCOC(CCn1ccc(O)c(Cc2ccc(Cl)cc2)c1=O)OCC	18.1	-6.0	1.3	-11.8	0.8	14.8	1.8	21.1
CCOC(=O)N1CCN(C(=O)c2cc(-c3ccncc3)nc3ccccc23)CC1	12.8	46.7	-2.2	56.7*	2.4	2.5	-7.9	1.1
COC(=O)c1ccccc1S(=O)(=O)N1CCC(C(=O)OCC(=O)NC2CCCCC2C)CC1 (stereo not drawn)	10.6	5.0	0.1	2.3	1.0	-3.8	23.7	12.6
Cn1c(=O)c(C(=O)NCCc2ccc(Cl)cc2)c(O)c2ccccc21	-10.5	0.0	-4.0	-6.7	-0.4	-17.0	-4.1	-49.3

Five of the compounds above, with values under each structure.
The line under a structure holds: tim23-1 inh, Jurkat NFkB inh, UPR XBP1 act, Mdm2 MdmX PPI, CHOP UPR activ, TIM10 inh, 697 NFkB inh, tim10-1 inh
- O=C(O)CCCCCCCCc1cn(CC2CCCCC2)nn1
 : 22.9, -12.7, -1.0, -10.4, -1.3, 4.8, -11.8, 31.0
- CCS(=O)(=O)N1Cc2ccccc2CC1C(=O)OCC(=O)Nc1ccc(SC(F)F)cc1 (stereo not drawn)
 : 33.5, 4.0, 0.4, 6.8, -0.3, 18.7, 9.1, 18.4
- O=C(CNC(=O)c1cccc(Cl)c1)N/N=C/C=C/c1ccccc1
 : 7.8, 2.1, -1.6, -0.9, 1.8, 18.4, 8.0, 9.1
- CCOC(CCn1ccc(O)c(Cc2ccc(Cl)cc2)c1=O)OCC
 : 18.1, -6.0, 1.3, -11.8, 0.8, 14.8, 1.8, 21.1
- CCOC(=O)N1CCN(C(=O)c2cc(-c3ccncc3)nc3ccccc23)CC1
 : 12.8, 46.7, -2.2, 56.7*, 2.4, 2.5, -7.9, 1.1

Continued:
SMILES	tim23-1 inh	Jurkat NFkB inh	UPR XBP1 act	Mdm2 MdmX PPI	CHOP UPR activ	TIM10 inh	697 NFkB inh	tim10-1 inh
O=C(O)c1ccc2c(=O)[nH]c(CN3CCOCC3)nc2c1	-8.2	-2.8	-5.3	-4.7	-2.9	5.5	10.4	-7.2
Cc1ccc(-n2nc(C)c3c(C)c(CCC(=O)O)c(C)nc32)cc1	12.0	-5.1	-1.9	8.5	0.2	-3.9	-9.8	4.9
CC(C)CCN(CC(=O)NC1CCCC1)C(=O)C(=O)Nc1ccc2c(c1)OCCO2	11.0	-2.8	0.8	21.1	0.0	-11.1	12.5	8.9
COC(=O)C1=C(C)OC(N)=C(C#N)C1C1CCCCC1 (stereo not drawn)	2.1	-0.8	1.6	10.2	-1.1	-8.6	-19.2	-0.9
NS(=O)(=O)c1ccc(CCNC(=O)CNC(=O)c2ccccc2F)cc1	3.3	-13.2	-1.4	2.9	1.2	-13.5	5.8	-10.1
COc1cccc(NC(=O)N(C2CCCCC2)C(C)c2cccs2)c1 (stereo not drawn)	32.8	2.5	-1.1	13.1	0.4	27.1	18.7	32.6
FC(F)(F)c1nnc2ccc(-n3ccnc3)nn12	-16.4	1.0	2.4	12.0	-2.2	-1.2	-9.0	-31.6
O=C(COC(=O)c1ccc2ncsc2c1)NC(=O)c1ccccc1	0.9	6.8	-1.4	23.9	-1.4	-6.8	4.9	-3.6
CCN(CC)CCNC(=O)c1cc(Sc2nnc(C)s2)nc2ccccc12	1.3	-8.3	-1.0	3.0	-2.8	10.7	28.1	9.9
CN(C(=O)c1ccc(Cl)cc1)C1=CCCCC1CCC#N (stereo not drawn)	15.2	2.8	-0.7	2.7	-0.2	11.3	16.3	22.8
O=C(NCc1ccccn1)c1cnc2sccn2c1=O	11.5	-1.5	-1.2	1.3	0.6	5.4	-0.7	15.1
O=C(C1CCC(CNc2c(N3CCCCC3)c(=O)c2=O)CC1)N1CCCC1 (stereo not drawn)	-7.7	-2.8	-3.2	9.7	-0.2	-8.7	8.0	-7.6
COc1ccc(CCn2c(O)c(C=Nc3cccc(F)c3)c(=O)[nH]c2=O)cc1OC	-13.7	3.9	-0.2	15.6	-1.0	1.4	9.1	-1.2
CCOc1ccc(CCNC(=O)c2cc3c(C)nccc3[nH]c2=O)cc1OCC	-0.7	11.0	0.5	27.8	-1.6	-3.5	0.2	16.4
COCCC(=O)N1CCC(Oc2ccc(C(=O)N(C)C3CCCCC3)cc2)CC1	-4.0	-2.7	-3.0	5.5	-0.2	6.7	-4.3	-0.4
O=C(Nc1nnc(-c2ccccc2F)s1)c1ccccc1F	-3.5	-28.6	4.3	54.1*	4.7	-1.1	-83.0	-10.7
CCOC(=O)c1nnn(-c2nonc2N)c1COc1ccccc1	-11.5	-13.6	-0.6	16.1	-3.1	-9.3	3.5	7.1
O=C(/C=C/c1ccccc1)NC(=S)Nc1ccc(N2CCOCC2)cc1	4.2	2.4	-1.3	31.9	1.3	19.8	-0.1	11.1
Cc1ccccc1OCCCC(=O)Nc1nncs1	0.7	-6.3	-4.5	-2.2	8.3	14.5	-15.9	-2.8

Limited to Mdm2 MdmX PPI, for 3 of the compounds above:
Structure | Mdm2 MdmX PPI
COCCC(=O)N1CCC(Oc2ccc(C(=O)N(C)C3CCCCC3)cc2)CC1 | 5.5
O=C(Nc1nnc(-c2ccccc2F)s1)c1ccccc1F | 54.1*
CCOC(=O)c1nnn(-c2nonc2N)c1COc1ccccc1 | 16.1
